ERAP1 HTS inh: human ERAP1 aminopeptidase inhibitors, primary screen, biochemical, single point, plate reader; Endoplasmic reticulum aminopeptidase 1 (Homo sapiens), Q9NZ08; recombinant ERAP1, Leu-AMC fluorescence, 60 min; inhibition, % at 10.7 µM; actives 0.15% (n = 340,000); AID 652197, 2013;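 active = mean replicate inhibition of at least 30%, or all replicates individually reaching that 30% level; inactive = mean below 30% and not every replicate reaching it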;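 note: 0% = neutral control wells and 100% = L-leucinethiol positive control wells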
Target sequence (Q9NZ08 whole entry, looked up): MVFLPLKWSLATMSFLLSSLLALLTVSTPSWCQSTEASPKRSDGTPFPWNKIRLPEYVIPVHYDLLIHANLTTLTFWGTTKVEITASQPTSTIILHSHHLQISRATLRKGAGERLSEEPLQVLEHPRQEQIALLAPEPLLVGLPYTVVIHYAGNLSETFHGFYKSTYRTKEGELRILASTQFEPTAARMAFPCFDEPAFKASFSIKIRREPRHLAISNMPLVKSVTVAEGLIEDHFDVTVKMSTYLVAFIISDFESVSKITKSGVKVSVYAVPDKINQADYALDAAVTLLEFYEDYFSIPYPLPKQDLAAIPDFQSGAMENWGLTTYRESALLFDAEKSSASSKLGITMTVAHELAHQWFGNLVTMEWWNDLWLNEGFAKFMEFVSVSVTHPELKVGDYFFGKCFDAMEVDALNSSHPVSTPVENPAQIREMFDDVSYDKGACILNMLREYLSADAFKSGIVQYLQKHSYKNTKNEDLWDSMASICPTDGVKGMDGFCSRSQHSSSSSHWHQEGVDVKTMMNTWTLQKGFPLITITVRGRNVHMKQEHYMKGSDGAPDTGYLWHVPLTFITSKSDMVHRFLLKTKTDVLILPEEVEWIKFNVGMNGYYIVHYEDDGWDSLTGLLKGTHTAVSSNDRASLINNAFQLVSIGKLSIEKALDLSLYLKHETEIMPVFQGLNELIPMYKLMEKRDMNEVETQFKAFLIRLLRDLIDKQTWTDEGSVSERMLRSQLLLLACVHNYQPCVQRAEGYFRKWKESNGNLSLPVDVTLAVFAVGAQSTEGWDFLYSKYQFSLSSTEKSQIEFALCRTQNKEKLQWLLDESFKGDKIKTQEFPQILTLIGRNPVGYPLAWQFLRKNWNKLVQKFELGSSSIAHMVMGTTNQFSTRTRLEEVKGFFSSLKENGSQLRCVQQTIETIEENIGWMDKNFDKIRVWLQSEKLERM
RAD54 branch: inhibitors of human RAD54 branch migration, primary screen, biochemical, fluorescence, single point; DNA repair and recombination protein RAD54-like (Homo sapiens), Q92698; RAD54 Holliday junction branch migration, FAM/BHQ fluorescence; actives 0.14% (n = 360,000); AID 602329, 2012; inhibition, % at 10.4 µM;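 active = mean normalized replicate activity at least 40 and at least half of replicates scoring 40 or more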;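 note: 0% = median of neutral control wells and 100% = median of positive control wells; inhibitors cause a drop in the FAM fluorescence signal; in these data hits start at about 50%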
Cneo AK release: Cryptococcus neoformans cell lysis inducers, primary screen, AK release luminescence, single concentration. AID 651654, 2012. C. neoformans lysis, adenylate kinase release luminescence, 4 h; normalised: neutral wells 0, clomiphene wells 100. lysis activity, % at 15 µM. actives 0.2% (n = 360,000);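 active = mean lysis activity across replicates of at least 80%, whatever share of replicates individually reach that level; inactive = mean lysis activity below 80%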
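Test system: log-phase Cryptococcus neoformans yeast cells; Quantity: yeast cell density of 5 × 10^6 cells/mL; Buffer or medium: YPD; Doses: single compound concentration per well; Timing: 4 h at 37 °C static, read 1 h later; Measured by: AK luminescence; Read-out basis: lysis from increased AK signal; Control set: Clomiphene as positive control.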
miR122 inh: miR-122 Renilla sensor signal increase in Huh7, primary screen, miR-122 inhibitor project, cell-based, single point, plate reader. Huh7 miR-122 Renilla luciferase sensor, 48 h; neutral wells = 0, positive control = 100. activation (reporter increase), % at 12.5 µM. actives 0.3% (n = 340,000);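 active = mean replicate activation score at least 90 and every replicate individually at or above 90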;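 note: higher luciferase means less miR-122 activity so hits act as miR-122 inhibitors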
RAD52 inh: RAD52 DNA annealing inhibitors, primary screen, biochemical, FRET, single point, set 2. DNA repair protein RAD52 homolog (Homo sapiens), P43351. actives 0.46% (n = 360,000). recombinant RAD52 DNA annealing, FRET fluorescence. inhibition, % at 18.7 µM;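 active = every replicate showing at least 50% inhibition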
PGC1a acetyl inh: inhibitors of PGC1a acetylation signal, primary screen, cell-based, U2OS, AlphaScreen, inhibitor mode | AlphaScreen anti-acetyl-lysine; with virally co-expressed GCN5 acetyltransferase | inhibition, % at 15.6 µM | actives 0.17% (n = 350,000);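 active = every replicate shows inhibition of at least 40%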;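 note: 0% = neutral control wells and 100% = positive control wells; some results beyond the cut were filed as inactive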
PglD inh: C. jejuni PglD acetyltransferase inhibitors, primary screen, biochemical, DTNB colorimetric, single point | UDP-N-acetylbacillosamine N-acetyltransferase PglD (Campylobacter jejuni) | purified PglD enzyme, DTNB colorimetric CoA detection | inhibition, % at 12.5 µM | actives 0.098% (n = 360,000) | AID 602405, 2012; in the data active = inhibition above about 16%, passing the limit was not always enough; note: strong numbers were not always called active
E-sel inducer: E-selectin induction in HUVECs, primary screen, imaging, HUVEC, immunofluorescence imaging, single point; P16581; normalized: neutral wells 0, TNF-alpha wells 100; activation, % at 7.58 µM; actives 0.37% (n = 260,000); AID 686992, 2013;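 active = mean E-selectin-positive cell signal at least 10% of the positive control, reached in at least 60% of replicates, without over 20% cell loss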;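 note: in these data hits start at about 27%; measured in HUVEC primary endothelial cells; signal is the percent of cells scored E-selectin positive by PE staining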
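Assay system: HUVEC primary endothelial cells. Input: 3,000 HUVEC seeded per well. Doses: one compound dose added by pin transfer. Read-out basis: % PE-positive cells. Benchmarks: TNF-alpha high, DMSO low. Detection: immunofluorescence imaging. Buffer or medium: EGM-2, gelatin.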
Numbers without * were called inactive; x = not tested or not shown; [ ] = another dose, or the depositor's remark. Rows were taken by chance; overall some 1.4% were active at least once.

Below each compound – ERAP1 HTS inh	RAD54 branch	Cneo AK release	miR122 inh	RAD52 inh	PGC1a acetyl inh	PglD inh	E-sel inducer
> C[C@@H]1CCCCO[C@H](CN(C)Cc2ccc(C(F)(F)F)cc2)[C@@H](C)CN([C@@H](C)CO)C(=O)c2cc(NC(=O)Cc3ccccc3)ccc2O1
 : x	-8	-1	-20[16.7 µM]	x	18	7	0.2
> C[C@@H](NC(=O)[C@@H]1Cc2ccccc2CN1)C(=O)NCC1CCCO1 (some centres not stated)
 : 2	12	-2	-6	-9	5	2	x
> Cc1nn(C(C)C(=O)NCCCc2ccccc2)c(=O)c2cc3occc3n12 (configuration not stated)
 : x	-1	0	1	x	-3	0	x
> COc1ccccc1-c1ccc2c(c1)[C@H]1[C@H](CCN1S(=O)(=O)c1cccc(C)c1)[C@@H](CO)N2
 : -2	2	59	10[16.7 µM]	0	-29	-5	0.1
> Cc1noc(C)c1NC(=O)Nc1ccc2c(c1)C(=O)N([C@@H](C)CO)C[C@@H](C)[C@H](CN(C)C(=O)Nc1ccc(F)cc1)OCCCC[C@H](C)O2
 : 3	10	-3	1[16.7 µM]	3	-1	2	0.0
> Cc1ccccc1-c1nnn(CC(=O)Nc2cccc(S(N)(=O)=O)c2)n1
 : -1	x	x	x	-12	5	x	2.4
> O=C(C[C@H]1CC[C@H]2[C@@H](COC[C@H](O)CN2C(=O)Nc2cccc(F)c2)O1)NCCCN1CCOCC1
 : -8	4	-2	-5[16.7 µM]	6	3	-3	0.0
> O=C1c2ccccc2OC2(C=Cc3ccccc3O2)N1Cc1ccccc1 (configuration not stated)
 : x	-7	-2	-1	x	-12	1	x
> Cc1ccc(S(=O)(=O)N[C@H](C(=O)NCC2CCC(C(=O)O)CC2)C(C)C)cc1 (some centres not stated)
 : -2	-10	-2	x	-5	2	2	0.0
> CCC(=O)N(C)C[C@H]1Oc2cc(C#Cc3ccccc3)ccc2S(=O)(=O)N([C@@H](C)CO)C[C@H]1C
 : -3	3	2	-48[16.7 µM]	-6	-10	0	0.5

2 compounds picked at random from the list so far:
Below each compound – ERAP1 HTS inh	RAD54 branch	Cneo AK release	miR122 inh	RAD52 inh	PGC1a acetyl inh	PglD inh	E-sel inducer
> O=C(C[C@H]1CC[C@H]2[C@@H](COC[C@H](O)CN2C(=O)Nc2cccc(F)c2)O1)NCCCN1CCOCC1
 : -8	4	-2	-5[16.7 µM]	6	3	-3	0.0
> Cc1ccc(S(=O)(=O)N[C@H](C(=O)NCC2CCC(C(=O)O)CC2)C(C)C)cc1 (some centres not stated)
 : -2	-10	-2	x	-5	2	2	0.0

(listing goes on)
Below each compound – ERAP1 HTS inh	RAD54 branch	Cneo AK release	miR122 inh	RAD52 inh	PGC1a acetyl inh	PglD inh	E-sel inducer
> C[C@@H]1CCCCO[C@@H](CN(C)C(=O)c2ccncc2)[C@@H](C)CN([C@H](C)CO)C(=O)c2cc(NS(=O)(=O)c3ccc(F)cc3)ccc2O1
 : -1	-2	-4	8[16.7 µM]	3	3	-7	-0.1
> CC1=C(C(=O)N2CCCC(N3CCN(c4ccccc4C)CC3)C2)OCCO1 (configuration not stated)
 : 2	8	-2	5	-7	-12	-3	1.7
> CC(C)NC(=O)N(C)C[C@H]1Oc2cc(C#CC(C)(C)O)ccc2S(=O)(=O)N([C@H](C)CO)C[C@H]1C
 : -2	4	0	11[16.7 µM]	4	12	0	0.0
> Cc1ccc(S(=O)(=O)N(C)C[C@H]2Oc3ccc(NC(=O)Cc4ccccc4)cc3CC(=O)N([C@@H](C)CO)C[C@H]2C)cc1
 : 3	1	1	-12[16.7 µM]	6	-5	-2	0.3
> CCOC(=O)c1c(C)n(C)c2ccc(OC(=O)c3ccc(N4C(=O)CCC4=O)cc3)cc12
 : 1	-16	-1	-2	-10	x	13	-0.1
> CCN(CC)c1ccc(N2C(=O)/C(=C/c3cccs3)SC2=S)cc1
 : x	1	2	-5	x	-8	0	x
> O=C1c2ccccc2C(Nc2ccc(Cl)cn2)N1c1ccccn1 (configuration not stated)
 : -3	9	1	3	-32	x	-6	0.1
> COc1cccc(CNC(=O)c2ccncc2)c1
 : 0	10	0	-5	-11	2	5	1.0
> C[C@H]1CCCCO[C@@H](CN(C)C(=O)CCC(F)(F)F)[C@@H](C)CN([C@@H](C)CO)C(=O)c2cc(NS(=O)(=O)c3cn(C)cn3)ccc2O1
 : 1	-1	-1	5[16.7 µM]	-1	-9	-2	-0.3
> COc1cccc(C(=O)O/N=C(\N)c2ccc(C)cc2)c1
 : -6	7	-4	13	-6	-3	-2	x
> COc1ccc(N2CCN(Cc3nc4c(c(=O)n(C)c(=O)n4C)n3Cc3ccccc3C)CC2)cc1
 : -12	-6	5	-5	-12	-7	5	0.0
> COc1ccc(CN2CCCCC2C)cc1C (configuration not stated)
 : x	-8	0	-10	x	-7	0	x
> O=C(CSc1nc2ncc(Cl)cc2[nH]1)Nc1ccccc1-c1ccccc1
 : -2	-3	0	-2	-8	-7	1	4.0
> C[C@@H]1CN([C@@H](C)CO)C(=O)c2cc(NS(=O)(=O)c3ccc(Cl)cc3)ccc2O[C@@H](C)CCCCO[C@@H]1CN(C)C(=O)Nc1ccc(C(F)(F)F)cc1
 : -2	-7	0	-8[16.7 µM]	-7	9	0	0.6
> CCc1ccc(NC(=O)C2CC(=O)N=C(N)S2)cc1 (configuration not stated)
 : x	-3	-1	-4	x	-22	-1	x
> COc1cccc(NC(=O)[C@H](C)NC(=O)N2CCn3c2nc2ccccc23)c1
 : 2	12	1	-5	-9	12	-3	x
> N#CC1=C(N)C(C#N)(C#N)[C@H](c2ccncc2)[C@H]2CC3(CC=C12)OCCO3
 : x	-11	-4	2	x	11	-3	x
> O=C(NCCS(=O)(=O)NCc1ccco1)c1ccccc1
 : -3	0	-2	-6	-8	6	1	0.3
> CC(=O)N(C)C[C@@H]1[C@@H](c2ccccc2)[C@H](CO)N1C(=O)C1CCC1
 : 1	7	0	18[16.7 µM]	-10	-3	-1	0.3
> C[C@@H]1CN([C@H](C)CO)C(=O)c2cc(NC(=O)CCC(F)(F)F)ccc2O[C@H]1CN(C)C(=O)Nc1cccc2ccccc12
 : 2	1	-3	0[16.7 µM]	-3	17	-1	-1.9
> O=C(NC1CC1)C1=C[C@H](c2c[nH]c3ccccc23)C[C@H](OCCCCO)O1
 : 0	-1	-8	-3	-57	3	1	0.0
> CCN1C(=O)CC(c2ccccc2)CC1=O
 : -3	-7	1	0	-4	2	2	0.2
> Cc1ccc(S(=O)(=O)NN(Cc2ccccc2)Cc2ccccc2)cc1
 : 1	-1	1	2	-5	-1	1	-0.2
> Cc1ccc(Cn2nc(C)c(NC(=O)CSc3nc4c(c(C(F)(F)F)n3)CCc3ccccc3-4)c2C)cc1
 : 3	7	7	-4	-5	11	-3	-0.4
> CC(=O)N1CCN(C(=O)c2c(-c3ccccc3)noc2C)CC1
 : 1	-13	-1	-8	-10	-4	-4	-0.2
> CN(C)CCCNC(NC(=O)c1cccs1)C(Cl)(Cl)Cl (configuration not stated)
 : x	-9	3	-4	x	-2	2	x
> COC(=O)Cn1c(CCS(=O)(=O)c2ccc(C)c(C)c2)nc2ccccc21
 : x	-3	-2	-3	x	-1	-3	x
> Cc1noc(C)c1NC(=O)N(C)C[C@H]1Oc2ccc(NC(=O)C3CC3)cc2CC(=O)N([C@@H](C)CO)C[C@H]1C
 : -3	12	117*	44[16.7 µM]	4	30	-1	0.0
> Cc1nc(/C(N)=N/OC(=O)c2ccc(Cl)cc2)c(C(F)(F)F)o1
 : 0	7	-7	-2	2	x	2	x
> COc1ccc(N2C(=O)CC(N3CCN(S(=O)(=O)c4c(C)cc(C)cc4C)CC3)C2=O)cc1 (configuration not stated)
 : 3	5	3	x	-14	x	1	1.3

A second format for part of the listing above:
compound	ERAP1 HTS inh	RAD54 branch	Cneo AK release	miR122 inh	RAD52 inh	PGC1a acetyl inh	PglD inh	E-sel inducer
O=C(NC1CC1)C1=C[C@H](c2c[nH]c3ccccc23)C[C@H](OCCCCO)O1	0	-1	-8	-3	-57	3	1	0.0
CCN1C(=O)CC(c2ccccc2)CC1=O	-3	-7	1	0	-4	2	2	0.2
Cc1ccc(S(=O)(=O)NN(Cc2ccccc2)Cc2ccccc2)cc1	1	-1	1	2	-5	-1	1	-0.2
Cc1ccc(Cn2nc(C)c(NC(=O)CSc3nc4c(c(C(F)(F)F)n3)CCc3ccccc3-4)c2C)cc1	3	7	7	-4	-5	11	-3	-0.4
CC(=O)N1CCN(C(=O)c2c(-c3ccccc3)noc2C)CC1	1	-13	-1	-8	-10	-4	-4	-0.2
CN(C)CCCNC(NC(=O)c1cccs1)C(Cl)(Cl)Cl (configuration not stated)	x	-9	3	-4	x	-2	2	x

Further structures.
Below each compound – ERAP1 HTS inh	RAD54 branch	Cneo AK release	miR122 inh	RAD52 inh	PGC1a acetyl inh	PglD inh	E-sel inducer
> Cc1ccc(N(CC(=O)NCc2ccccc2)C(=O)CCC(=O)Nc2ccccn2)cc1C
 : 1	-3	-3	4	-12	0	1	x
> Cc1nnc(NC(=O)c2nc(S(=O)(=O)Cc3ccccc3C)ncc2Cl)s1
 : 1	12	-1	-20	-13	x	7	x
> CCn1c(-c2nn(C)cc2Cl)n[nH]c1=S
 : x	2	-6	-11	x	3	3	-0.1
> CN(C)c1nnnn1Cc1ccc(Cl)cc1Cl
 : 2	2	6	4	-1	6	-1	x
> Cc1cc(C)nc(SCC(=O)Nc2ccc(S(=O)(=O)Nc3onc(C)c3C)cc2)n1
 : x	-9	-1	0	0	-14	0	x
> COc1ccc(NC(=S)NCc2cccn2C)cc1
 : -2	11	4	-4	-16	5	1	3.3
> COC(=O)[C@]1(C)N[C@H](c2ccc(SC3CCCCC3)cc2)[C@@H]2C(=O)N(C)C(=O)[C@@H]21
 : 1	5	3	-5	-9	2	-2	-0.1
